Source: PubChem BioAssay (The Scripps Research Institute Molecular Screening Center)
LYPLA1 inh: counter-screen for PME1 inhibitors: inhibitors of human LYPLA1 | O75608 | recombinant LYPLA1, FP-Rh probe fluorescence polarization | inhibition, % at 5.9 µM | hit rate 0.16% among 320,000 | AID 2174;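 active = inhibition above the mean of all tested compounds plus 3 SD, set per campaign, cut at about 14% in these data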;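 also: inhibitors block serine hydrolase probe labeling of LYPLA1 so polarization falls; 0% = enzyme with DMSO and 100% = wells lacking LYPLA1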
PAFAH1B2 inh: PAFAH1B2 (human) inhibition; P68402; AID 492953; hit rate 1.2% among 340,000; inhibition, % at 3.39 µM; recombinant PAFAH1B2, FP-rhodamine activity probe, fluorescence polarization;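 active = inhibition above the mean of all tested compounds plus 3 SD, cut at about 24% in these data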;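 also: 0% = enzyme with DMSO and 100% = wells lacking PAFAH1B2; many of its hits are not listed in these tables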
PME-1 inh: PME-1 (human) inhibition; Q9Y570; recombinant PME-1, FP-Rh probe fluorescence polarization; inhibition, % at 5.9 µM; hit rate 0.53% among 320,000;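 active = inhibition above the campaign mean of all compounds plus 3 SD, cut at about 26% in these data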;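 also: competitive labeling of PME-1 active site by serine hydrolase directed probe; 0% = PME-1 with DMSO and 100% = wells lacking PME-1 enzyme; inhibitors block probe labeling so polarization falls and inhibition rises; many of its hits are not listed in these tables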
PAD4 FP inh: PAD4 (human) enzyme inhibition. Q9UM07. recombinant PAD4, RCA probe fluorescence polarization. inhibition, % at 6.36 µM. hit rate 0.41% among 330,000;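 active = percent inhibition above a cutoff equal to the mean of all tested compounds plus 3 SD, cut at about 15% in these data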;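 also: 0% = PAD4 with RCA probe and DMSO and 100% = probe without PAD4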
Target sequence (Q9UM07 whole entry, looked up): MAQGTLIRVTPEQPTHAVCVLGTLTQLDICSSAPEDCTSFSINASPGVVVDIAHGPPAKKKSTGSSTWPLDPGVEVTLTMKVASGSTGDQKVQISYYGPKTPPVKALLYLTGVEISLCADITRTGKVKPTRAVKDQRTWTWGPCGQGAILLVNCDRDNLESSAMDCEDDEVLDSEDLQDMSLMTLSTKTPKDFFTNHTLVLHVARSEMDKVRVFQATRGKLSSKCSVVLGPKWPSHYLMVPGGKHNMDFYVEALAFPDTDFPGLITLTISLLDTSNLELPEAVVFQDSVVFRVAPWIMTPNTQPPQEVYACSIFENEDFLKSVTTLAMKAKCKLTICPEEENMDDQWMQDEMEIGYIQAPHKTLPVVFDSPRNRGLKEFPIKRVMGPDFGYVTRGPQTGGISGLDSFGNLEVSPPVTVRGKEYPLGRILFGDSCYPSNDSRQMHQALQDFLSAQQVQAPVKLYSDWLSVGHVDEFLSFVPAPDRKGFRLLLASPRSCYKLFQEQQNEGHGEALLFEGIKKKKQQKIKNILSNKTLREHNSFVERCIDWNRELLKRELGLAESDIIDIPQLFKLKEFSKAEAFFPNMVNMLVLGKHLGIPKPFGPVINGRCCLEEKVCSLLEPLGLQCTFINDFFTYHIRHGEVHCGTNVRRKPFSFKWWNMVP
PAFAH2 inh: PAFAH2 (human) inhibition; Q99487; recombinant PAFAH2, FP-rhodamine activity probe, fluorescence polarization; inhibition, % at 3.39 µM; hit rate 0.99% among 340,000; AID 492956;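 active = inhibition above the mean over all tested compounds plus 3 SD, cut at about 30% in these data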;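 also: inhibitors block probe labeling of enzyme so polarization drops; 0% = enzyme with DMSO and 100% = wells lacking PAFAH2 protein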
PAFAH1B3 inh: blocks human PAF acetylhydrolase 1B catalytic subunit 3; Q15102; recombinant PAFAH1B3, FP-rhodamine probe, fluorescence polarization; inhibition, % at 3.39 µM; hit rate 0.28% among 340,000;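 active = inhibition above the screen-wide average of all tested compounds plus 3 SD, cut at about 25% in these data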;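 also: 0% = enzyme with DMSO only and 100% = wells lacking PAFAH1B3 protein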
pPAFAH FP inh: pPAFAH (human) enzyme inhibition | Q13093 | recombinant pPAFAH, FP-rhodamine probe fluorescence polarization | inhibition, % at 3.39 µM | hit rate 1.5% among 330,000;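 active = inhibition above the mean inhibition across the screen plus 3 SD, cut at about 25% in these data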;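 also: inhibitors block binding of the rhodamine activity-based probe so polarization drops; 0% = enzyme with DMSO and 100% = wells lacking pPAFAH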
Target sequence (Q13093 whole entry, looked up): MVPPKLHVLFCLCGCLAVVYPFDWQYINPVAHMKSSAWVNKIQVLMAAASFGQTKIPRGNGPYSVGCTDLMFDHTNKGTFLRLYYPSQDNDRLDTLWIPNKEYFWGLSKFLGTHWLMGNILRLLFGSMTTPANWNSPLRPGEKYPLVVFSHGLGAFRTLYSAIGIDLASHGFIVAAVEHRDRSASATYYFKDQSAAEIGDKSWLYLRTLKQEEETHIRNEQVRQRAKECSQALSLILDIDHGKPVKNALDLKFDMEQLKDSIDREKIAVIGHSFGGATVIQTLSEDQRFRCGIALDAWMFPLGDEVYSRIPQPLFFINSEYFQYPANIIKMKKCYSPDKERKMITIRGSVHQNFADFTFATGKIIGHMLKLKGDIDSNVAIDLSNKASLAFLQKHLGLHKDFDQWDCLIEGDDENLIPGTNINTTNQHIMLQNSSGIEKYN
LYPLA2 counter: counter-screen for PME1 inhibitors: inhibitors of human LYPLA2; O95372; recombinant LYPLA2, FP-Rh probe fluorescence polarization; inhibition, % at 5.9 µM; hit rate 0.38% among 320,000; AID 2177;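 active = inhibition above the screen-wide mean plus 3 SD, limit set per campaign, cut at about 26% in these data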;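 also: 0% = LYPLA2 with DMSO and 100% = wells lacking LYPLA2 enzyme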
GSTO1 inh: GSTO1 inhibition, counter-screen for RBBP9 inhibitors; recombinant GSTO1, activity-based probe fluorescence polarization; inhibition, % at 5.96 µM; hit rate 1.1% among 300,000; AID 1974;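 active = inhibition above the campaign mean inhibition plus 3 SD, cut at about 35% in these data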;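 also: 0% = GSTO1-1 with DMSO and 100% = wells lacking GSTO1-1 enzyme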
An asterisk follows results filed as active; / = not tested or not shown. These rows are one share of the data; the hit share may differ from the screen's.

SMILES	LYPLA1 inh	PAFAH1B2 inh	PME-1 inh	PAD4 FP inh	PAFAH2 inh	PAFAH1B3 inh	pPAFAH FP inh	LYPLA2 counter	GSTO1 inh
O=C(CSc1nnc(-c2cccnc2)o1)OC1CCCCC1	1	5	-1	1	2	0	1	5	21
CCc1nn(CC(=O)NCCCN2CCN(C)CC2)c(=O)c2cc3sc(C)cc3n12	-2	6	3	1	1	2	3	4	2
CCC1(CC)NC(=O)N(CC(=O)NC(=O)NCc2ccccc2)C1=O	0	2	-1	4	1	13	3	-4	18
COCCCNc1nc2nonc2nc1N1CCN(C2CCCC2)CC1	5	1	-1	-7	-3	15	7	4	4
CCCCOC(=O)C1CCC[C@@H](C)N1 (some centres not stated)	2	1	1	-3	11	20	6	9	4
CC(=O)NC(CC(C)C)C(=O)NC(CO)C(=O)NC(CCC(=O)O)C(=O)NC(C)C(=O)NC(CC(C)C)C(N)=O (configuration not stated)	2	-2	-4	-2	-4	7	4	3	-1
CCN(CC(=O)NCc1ccc(Cl)cc1)C(=O)/C=C/c1cc(OC)c(OC)c(OC)c1	-1	-1	0	-6	1	4	6	-2	1
CCCOc1cccc(C(=O)NCCNC(=O)c2ccc(C)nc2)c1	0	7	7	-1	2	2	3	-4	9
OC1CCCN(C(=S)NCc2ccccc2)C1 (configuration not stated)	4	0	0	-9	4	6	-5	3	3
Cn1c(=O)oc2cc(S(=O)(=O)CCC(=O)Nc3ccccc3)ccc21	3	1	-3	-4	3	3	3	6	-3
Cc1cc(C)n(C(=O)Cn2nc(C(F)F)cc2C)n1	3	-1	-1	-4	-2	3	2	3	-1
COCCCn1c(SCC(=O)Nc2ccc3c(c2)OCCO3)nnc1-c1ccoc1C	-2	4	-5	1	0	11	-7	1	6
O=C1C(Cl)=C(N2CCN(c3ccccc3[N+](=O)[O-])CC2)C(=O)c2ccccc21	1	28*	25	29*	40*	49*	16	16	82*
O=C(O)c1cccc(-n2cnnn2)c1	0	-2	-4	1	-6	9	1	2	-7
O=C(COc1ccc(Cl)cc1)N1CCN(c2ccc([N+](=O)[O-])c(N3CCOCC3)c2)CC1	68*	-1	3	1	6	-2	8	32*	4
COc1ccc(-c2csc(NC(=O)COC(=O)C3=COCCO3)n2)cc1	-2	-4	5	-4	1	-3	6	0	1
Cc1cccc(C)c1NC(=O)CN(C)C(=O)COc1cccc2c1OC(C)(C)C2	-3	2	-4	3	0	5	-7	4	7
CCSc1nnc(C)n1-c1ccc(C(=O)O)cc1	-1	-3	0	-3	8	0	1	2	-6
Nc1c(-c2ccccc2)nnn1Cc1ccccc1	1	8	-1	3	-11	1	2	3	16
CCN(CC(=O)NCc1cccs1)S(=O)(=O)c1cc(NC(C)=O)ccc1OC	-2	1	15	3	8	-2	3	0	/
CCC(C(=O)N1CCOCC1)n1nc(C)n2c(cc3cc(C)ccc32)c1=O (configuration not stated)	-1	5	5	2	4	6	-1	5	1
O=C1c2ccccc2C(=O)N1CCc1csc(-c2cccc(F)c2)n1	-2	1	10	-5	0	1	2	7	2
COCc1ccccc1Cn1cnc2c1c(=O)n(C)c(=O)n2C	0	4	6	1	-3	10	5	5	-1
CCCNc1nc(C)cc(-c2cc(-c3ccccc3)on2)n1	-4	0	-11	-5	-2	3	13	-4	-6
CCCNC(=O)CN(c1cccc(F)c1)S(C)(=O)=O	3	2	1	0	-12	8	2	-1	0
c1csc(-c2ncc3ccccn23)c1	3	-1	3	-7	4	8	6	-2	-1
COc1ccc(CCC(=O)Nc2ccc(S(=O)(=O)Nc3ncccn3)cc2)cc1	-1	7	-2	-2	4	4	2	-6	/
CC(C)OC(=O)c1c(NC(=O)c2cnn3c2NC(c2ccccc2)CC3C(F)F)sc2c1CCCC2 (configuration not stated)	-1	/	-2	-2	/	/	5	2	-9
Cc1c(C(=O)NC2CC2)oc2ccc(S(=O)(=O)N3CCCCCC3)cc12	-4	7	-1	1	-7	-6	3	-1	-16
CCOC(=O)Cc1csc(SCC(=O)Nc2cc(Cl)ccc2Oc2ccccc2)n1	-5	3	1	3	-8	4	13	5	-3
COC(=O)c1ccc(NC(=O)CN(c2ccc(C)cc2)S(=O)(=O)c2c(C)nn(C)c2C)cc1	-5	4	-3	0	3	1	4	3	-1
CC(=O)Nc1ccc(NC(=O)C(C)Sc2nnc(-c3cccs3)o2)cc1 (configuration not stated)	-1	8	5	-3	2	1	2	7	-1
CC(=O)N1CCCc2ccc(NS(=O)(=O)c3ccc(C)c(C)c3)cc21	-3	-8	11	-4	9	6	3	3	14
Cc1ccc2c(c1)[nH]c1c(=O)n(CCN3CCCCC3)cnc12	-2	3	-1	-2	1	3	3	1	-8
C1CCN(C2CCN(c3nc4nonc4nc3N3CCSCC3)CC2)C1	-1	6	3	-3	9	11	4	-2	-2
CC(=O)N/C(=C/c1ccc2c(c1)OCO2)C(=O)Nc1ccccc1	1	3	2	-3	0	1	3	5	-6

The last 3 records of the part before come first, to join the parts:
SMILES	LYPLA1 inh	PAFAH1B2 inh	PME-1 inh	PAD4 FP inh	PAFAH2 inh	PAFAH1B3 inh	pPAFAH FP inh	LYPLA2 counter	GSTO1 inh
Cc1ccc2c(c1)[nH]c1c(=O)n(CCN3CCCCC3)cnc12	-2	3	-1	-2	1	3	3	1	-8
C1CCN(C2CCN(c3nc4nonc4nc3N3CCSCC3)CC2)C1	-1	6	3	-3	9	11	4	-2	-2
CC(=O)N/C(=C/c1ccc2c(c1)OCO2)C(=O)Nc1ccccc1	1	3	2	-3	0	1	3	5	-6
Cc1ccc2c(c1)N(C(C)C(=O)NCCc1ccccc1)C(=O)CO2 (configuration not stated)	2	10	1	0	8	0	3	3	-4
COc1ccc(NS(=O)(=O)c2ccc(Cl)c(C(=O)O)c2)cc1S(=O)(=O)N1CCCCC1	-2	10	-4	2	1	0	3	-2	15
CCN1C(=O)[C@H]2[C@@H](c3ccc(-c4ccc(F)cc4)cc3)N[C@@](Cc3ccccc3)(C(=O)OC)[C@H]2C1=O	-3	-5	-6	-1	-1	0	8	-4	24
O=C(NC1CCSC1=O)c1cccc(C(=O)NC2CCSC2=O)c1 (configuration not stated)	4	-6	-2	-1	-7	6	0	5	-23
O=C(Cc1ccc(Br)cc1)NC1CCSC1=O (configuration not stated)	0	3	2	3	3	4	5	-2	2
Fc1cccc(Cl)c1Cn1nnc(-c2ccc(N3CCOCC3)cc2)n1	-3	4	3	-1	9	10	5	-1	4
Cc1c(NC(=O)c2n[nH]c(=O)c3ccccc23)c(=O)n(-c2ccccc2)n1C	0	0	11	0	7	3	-1	-3	-6
Cc1noc(C)c1C(=O)N1CCC(CO)(Cc2ccccc2)CC1	0	4	-2	1	-3	5	1	-1	2
CSc1ccccc1C(=O)NCCCOC(C)C	-1	1	-1	0	-2	-2	-3	-1	-1
CCn1c(SCC(=O)Nc2cc(C)c(Cl)cc2OC)nnc1-c1ccco1	-1	0	9	3	1	8	-2	-1	1
O=C(NC1CCCCCC1)C1c2ccccc2C(=O)N1C1CC1 (configuration not stated)	-2	4	-3	1	5	-5	5	1	8
COc1ccc(-c2cccc(NS(=O)(=O)c3ccc([N+](=O)[O-])cc3)c2)nn1	-2	6	-2	-4	2	5	2	-5	-3
Cc1cccc(NC(=S)NCc2cccs2)c1C	-4	3	6	0	-6	9	4	-4	0
Cc1ccc(CNS(=O)(=O)c2ccc3c(c2)n(C)c(=O)n3C)cc1	-2	6	4	0	0	7	-1	-5	4
O=C(c1cc(-c2ccccc2O)on1)N1CCCCCC1	-2	1	-2	-5	12	-1	8	1	0
O=C1CSC(c2ccc([N+](=O)[O-])cc2)N1c1ccccc1F (configuration not stated)	0	14	-1	3	1	6	1	9	9
O=C1CC(NCc2ccncc2)C(=O)N1c1ccc(Cl)cc1 (configuration not stated)	1	10	-3	2	-5	-4	5	-1	1
O=C(OCC(=O)c1ccc[nH]1)C1=COCCO1	-4	4	0	-6	7	6	8	-5	/
COc1cc2[nH]c(=O)n3nc(-c4ccccc4)nc3c2cc1OC	0	10	-34	0	13	-1	3	5	-7
O=C(CN1CCN(S(=O)(=O)c2ccc(Br)s2)CC1)N1CCCCC1	0	12	3	5	-5	3	2	1	/
Nc1nnc(SCc2nnc(-c3ccccc3)o2)s1	0	-1	-1	1	1	6	2	3	11
O=C(Nc1ccn(Cc2cccc3ccccc23)n1)c1cccnc1	-1	2	3	-2	-11	4	6	3	0
CCc1cc(=O)[nH]c(SCc2cccnc2)n1	1	-1	-1	-1	1	-3	-2	9	5
CC1=C(C(=O)OC2CCCCC2)C(c2ccccc2Br)NC(=O)N1 (configuration not stated)	-1	9	6	-1	6	9	6	2	-19
COC(=O)[C@]1(Cc2ccccc2)N[C@H](CN(C)C(=O)COc2ccccc2)[C@@H]2C(=O)N(Cc3ccccc3)C(=O)[C@@H]21	/	4	/	-1	4	1	6	/	/
Cc1ccc(Nc2nc(CSc3nnc(-c4cccnc4)n3-c3ccccc3C)cs2)cc1	-3	6	7	-1	6	18	18	6	4
CCN1C(=O)C(CC(=O)Nc2ccc(F)cc2)N(Cc2cccs2)C1=S (configuration not stated)	0	-1	-1	-5	6	-3	-2	-6	-1
NC(=O)C1Cc2ccccc2CN1S(=O)(=O)c1cccs1 (configuration not stated)	2	6	-4	-9	11	4	0	-7	4
CCN(CC)S(=O)(=O)c1cccc(C(=O)OC2CC(C)OC2=O)c1 (configuration not stated)	-1	0	3	1	-6	4	4	8	6
CC(C)(C)C(=O)c1cn(CC(=O)O)c2ccccc12	-3	7	-5	-2	-3	4	3	-1	-2
Cc1ccnc(SCC(=O)c2ccc(Br)cc2)c1C#N	1	7	3	-8	3	11	7	1	0
COc1ccc(/C=N/NC(=O)CSc2n[nH]c(=O)[nH]c2=O)cc1	4	2	2	-4	-2	6	4	4	3
COc1ccc(Cl)cc1NC(=O)N1CCN(CCc2ccccc2)CC1	-3	6	-9	-4	8	2	-7	-6	3
CS(=O)(=O)Nc1ccc(C(=O)NCc2ccccn2)cc1	1	2	-2	2	0	-1	3	4	-2
Cc1ccc(N(CC(=O)NC(C)c2ccccc2)S(=O)(=O)c2cccs2)cc1 (configuration not stated)	1	5	-4	4	8	8	3	-5	-1
CCC(=O)NNC(=O)Cc1c(C)n(C(=O)c2ccc(Cl)cc2)c2ccc(OC)cc12	0	2	-7	-6	-5	-2	21	-1	1
COc1ccc(NC(=S)NCCc2c[nH]c3ccccc23)cc1	3	5	2	-5	2	4	1	9	1
CC(=O)O/N=C(\N)c1cnn2c(C(F)(F)F)cc(C(F)(F)F)nc12	4	0	4	-4	8	12	4	-1	1
CCOc1ccccc1NC(=O)C1CCN(S(=O)(=O)c2c(C)nn(C)c2C)CC1	4	-1	3	-3	3	4	3	4	0
COc1ccc(NC(=O)C2CCC(CNS(=O)(=O)c3cccs3)CC2)cc1OC (configuration not stated)	-1	-5	6	0	5	-1	3	5	6
Cc1ccc(C)c(S(=O)(=O)N2CCN(CC(=O)Nc3ccc4c(c3)OCCO4)CC2)c1	0	3	5	0	-1	3	1	-2	4
Cc1cccc(/C=C2\Sc3ccc(C(=O)N4CCC(C)CC4)cc3N(C)C2=O)c1	-3	2	24	-5	4	6	5	12	-21
Cc1cc(C(=O)Nc2cccc3ncccc23)no1	2	-5	-10	-7	0	-6	6	4	-1
